Screens: PubChem BioAssay, several laboratories
TRPM1 prom inh: inhibitors of MITF-driven TRPM1 promoter in melanoma cells | inhibition, % at 12.5 µM | SK-MEL-5 TRPM1 promoter luciferase, 24 h | hit rate 0.83% among 330,000;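 active means mean inhibition across replicates of 60% or more, whatever share of single replicates reaches that level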; further: values of inactives mirror those of a sister screen read the other way
TWEAK-Fn14 inh: TWEAK-Fn14 signaling inhibition | TWEAK-stimulated Fn14 reporter cells, luciferase luminescence, 8 h | inhibition, % at 10 µM | hit rate 2% among 360,000 | AID 1159606; in the data active means inhibition above about 50%
NR2E3 ag-1: activates human NR2E3 receptor; CHO-S Gal4-NCOR/VP16-NR2E3 two-hybrid, luciferase; inhibition of corepressor binding, % at 3.98 µM; AID 602229; hit rate 0.35% among 360,000;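 active means inhibition above the mean of all tested compounds plus 3 SD, cut at about 70% in these data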;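 further: 0% = DMSO with NR2E3 transfected cells and 100% = cells lacking NR2E3 construct; higher means lower luciferase signal from less NR2E3 corepressor binding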
Target sequence (Q9Y5X4 whole entry, looked up, the tested form may be a part): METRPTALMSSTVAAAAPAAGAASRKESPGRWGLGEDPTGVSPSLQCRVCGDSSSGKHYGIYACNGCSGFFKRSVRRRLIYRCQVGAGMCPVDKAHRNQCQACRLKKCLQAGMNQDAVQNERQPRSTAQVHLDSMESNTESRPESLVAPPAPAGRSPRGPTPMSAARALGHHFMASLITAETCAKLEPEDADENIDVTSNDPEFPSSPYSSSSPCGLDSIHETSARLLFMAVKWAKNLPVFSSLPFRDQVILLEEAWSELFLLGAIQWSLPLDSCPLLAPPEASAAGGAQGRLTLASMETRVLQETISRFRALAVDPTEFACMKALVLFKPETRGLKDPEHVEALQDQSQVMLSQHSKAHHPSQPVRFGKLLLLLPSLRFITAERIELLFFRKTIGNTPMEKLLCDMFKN
C8 TRAIL sens: sensitizes caspase-8 expressing cells to TRAIL. inhibition (viability loss, TRAIL sensitization), % at 10 µM. hit rate 1% among 360,000. NB7+C8 cells + TRAIL, ATPlite viability luminescence;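 active means compounds causing at least 50% loss of cell viability in the single-dose screen, relative to plate controls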
KKLEB cytotox: counter-screen for CF NF-kB inhibitors: cytotoxicity | hit rate 0.36% among 360,000 | activity change (cytotoxicity), % at 5 µM | AID 602141 | KKLEB CF airway cells viability, ATPlite luminescence, overnight; hits give low values; cells stimulated with P. aeruginosa culture filtrate;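 active means corrected activity change at or below -50% at 5 µM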
NR2E3 ag-2: activates human photoreceptor nuclear receptor NR2E3; Q9Y5X4; GST-NR2E3/biotin-RetCOR TR-FRET, 1536-well; inhibition of corepressor binding, % at 4.78 µM; hit rate 0.12% among 320,000; AID 2300;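 active means percent inhibition above the cutoff of mean plus 3 SD of all tested compounds, set per screening campaign, cut at about 20% in these data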;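 further: 0% = DMSO wells and 100% = biotin wells as full block of FRET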
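Test system: GST-NR2E3 and biotin-RetCOR proteins | Quantity: 1.35 nM GST-tagged NR2E3 final | Medium: Tris pH 7.5 | Also added: 7 nM biotin-RetCOR | Dosing: Compound at 4.8 µM, single dose | Timing: 5 h at 4 °C | Detection: Time-resolved FRET | Read-out basis: Percent inhibition | Benchmarks: Biotin wells as high control, 0.6% DMSO wells as low control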
Shn3 3UTR inh: reduces Shn3 3'UTR luciferase signal in osteoblasts; Clone20 osteoblast Shn3 3'UTR firefly luciferase, 24 h; hit rate 0.52% among 360,000; AID 588674; inhibition, % at 12.5 µM;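 active means mean inhibition of at least 75% with every replicate also reaching 75%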;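 further: 0% = median of neutral control wells and 100% = pilot-screen positive control compound; some compounds past the cut are filed as inactive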
CF NFkB block: cystic fibrosis NF-kB activation inhibition; inhibition, % at 5 µM; KKLEB NF-kB-GFP reporter, PAF-induced, GFP fluorescence overnight; AID 588850; hit rate 0.86% among 360,000;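 active means at least 50% inhibition at 5 µM, scaled per plate between neutral and stimulator controls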;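 further: PAF is a Pseudomonas aeruginosa culture filtrate used as stimulus; plate controls were PAF-stimulated DMSO wells for no effect and unstimulated DMSO wells for full effect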
HIF-2a inh: inhibitors of HIF-2a; hit rate 0.72% among 360,000; 786-0 RCC cells HIF-2a reporter, luciferase luminescence, overnight; inhibition, % at 18.8 µM;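 active means inhibition of the luminescence signal of 40% or more relative to plate controls, in a single-dose primary screen at 18.75 µM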
Peg3 prom inh: Peg3 promoter activity inhibition. inhibition, % at 20 µM. HeLa PEG-Prom luciferase reporter, luminescence, overnight. hit rate 1.7% among 360,000;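 active means inhibition of at least 50% at 20 µM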
TROY signal inh: blocks TROY-dependent signaling in reporter cells; Q293 LMP1-TROYcd NF-kB luciferase reporter, 4 h; inhibition, % at 10 µM; hit rate 0.98% among 360,000; AID 1347056;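 active means compounds whose plate-normalised and pattern-corrected inhibition of the luciferase reporter signal at the single screening dose is 50% or more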
The depositor's hits bear a star; / = not tested or not shown. Not all compounds are listed (hit frequency here may not be typical).

Values run as follows: TRPM1 prom inh, TWEAK-Fn14 inh, NR2E3 ag-1, C8 TRAIL sens, KKLEB cytotox, NR2E3 ag-2, Shn3 3UTR inh, CF NFkB block, HIF-2a inh, Peg3 prom inh, TROY signal inh
- Cc1cc2cc(CN(Cc3ccc4c(c3)OCO4)Cc3nnnn3C3CCCC3)c(=O)[nH]c2cc1C
 : 4, -5, -1, 10, 2, 3, 14, -7, -12, 36, 3
- O=C(CCNC(=O)c1ccco1)Nc1cccc(C(F)(F)F)c1
 : -12, 20, 8, -11, -3, 3, -6, 3, -13, 2, 14
- CC(=O)OCC(OC(C)=O)C(OC(C)=O)C(OC(C)=O)C(=O)Nc1ccccc1C (stereo not drawn)
 : 5, 8, 8, 7, -11, -2, -4, -13, 11, 13, -16
- O=C(COc1ccc(Cl)cc1)N1CCN(c2ccc([N+](=O)[O-])c(N3CCCCC3)c2)CC1
 : 1, -2, -16, -17, -2, 4, -6, -12, 22, 13, 20
- O=C(CCNC(=O)N1CC(=O)Nc2ccccc21)NCc1ccccc1Cl
 : /, -4, -2, -16, 5, /, -17, 1, 19, 5, 12
- COc1ccc(C)cc1S(=O)(=O)N(C)CC(=O)NC1CCCCCC1
 : 6, 5, -1, -5, -3, 5, -5, 4, 37, 13, 9
- COc1cc(NC(=O)c2cc(-c3ccc(C)cc3)on2)cc(OC)c1OC
 : -7, -18, -3, 11, -7, 4, -4, 11, -3, 17, 7
- Cc1ccc(NC(=O)COC(=O)CN2C(=O)NC(C)(C)C2=O)cc1S(=O)(=O)N1CCOCC1
 : 0, 7, -41, -4, 21, 2, 10, -4, 20, -1, -13
- CCN(CC)c1ccc(C=Nc2ccc(N(C)C)cc2)c(O)c1
 : -25, 58*, 0, 2, 1, -17, 12, -5, -93, -103, -5
- Cc1cccc(-c2ncc(CN3CCC(CO)(CCCc4ccccc4)CC3)cn2)c1
 : 6, 5, -17, 5, -9, 1, 18, 8, -33, -13, 25
- CC1(C)OC(C)(C)/C(=C/Nc2ccccc2)C1=O
 : -26, 6, -7, -13, -2, 5, -28, -7, 9, -8, 8
- COc1ccc(N(CC(=O)NCc2ccc3c(c2)OCO3)S(=O)(=O)c2ccccc2[N+](=O)[O-])c(OC)c1
 : -1, 5, -34, -15, 6, -1, 1, -17, 14, 21, 13
- CC(=O)c1ccc(N2CCN(C(=O)c3ccco3)CC2)c(F)c1
 : -24, 13, -63, -3, -12, 1, -2, 24, -150, -151, -21
- COc1ccc(N(C)S(=O)(=O)c2cccc3nsnc23)cc1
 : -8, 13, -13, 0, 0, 0, -9, -10, 16, 22, -12
- NC(=O)CCn1nc(-c2ccc(Cl)cc2)c2ccccc2c1=O
 : 15, 11, 26, 6, -6, 0, 9, -3, 9, 12, -4
- O=C(N/N=C/c1cccnc1)c1ccc2c(c1)OCO2
 : -18, 14, -40, 50*, 5, 2, -56, -5, -120, -93, -44
- CSc1n[nH]c(NCc2cccs2)n1
 : 12, 0, -12, -26, 5, 1, -58, -18, -15, 2, -6
- O=C(C1CCC1)N1CCC(O)(c2cccc(F)c2)CC1
 : -2, 5, -7, 8, -1, -3, -4, -6, 10, 10, 10
- COc1cc(NC(=O)CCCNC(=O)Cn2cnc3sc4c(c3c2=O)CCCC4)cc(OC)c1OC
 : 5, 17, -4, -10, -11, 0, -8, -14, 7, 10, -2
- Nc1c(C(=O)O)sc2nc(-c3ccc(F)cc3)cc(-c3ccccc3)c12
 : -1, 4, -9, -10, 10, 7, /, -29, 11, 17, 4
- Cc1ccc(/C=N/n2c(C)nnc2C)o1
 : -7, -2, 5, -1, 9, -1, 13, -15, 12, 3, -1
- N#CC(c1nc2ccccc2nc1OCCO)S(=O)(=O)c1ccccc1 (stereo not drawn)
 : -3, -4, 1, -12, 1, 0, -4, -18, 18, 44, 34
- COc1cc(C(=O)OC(C)C(=O)Nc2ccc3c(c2)OCO3)ccc1OCc1c(C)noc1C (stereo not drawn)
 : 1, -4, -2, 4, 7, 8, -2, -4, 6, 1, 6
- O=C(Nc1ccccc1Cl)c1cc(C2CCCN(C(=O)c3ccc4c(c3)CCO4)C2)on1 (stereo not drawn)
 : /, -1, -6, 2, 3, /, 12, -11, -2, -21, 9
- O=C(NCc1cccs1)C(=O)NCC1OCCCN1S(=O)(=O)c1ccc(F)cc1 (stereo not drawn)
 : 0, -13, -35, -5, 3, -3, -18, -10, 11, -5, -11
- CCOCCC(=O)Nc1ccc2c(c1)c(=O)n(C)n2-c1ccccc1F
 : /, 1, -7, -9, -1, /, -5, 6, -1, -8, 5
- CCn1nc(C)c(Br)c1-c1nc(-c2ccc(C)cc2)no1
 : /, 0, -11, 10, 0, 4, -16, -12, -66, -95, -29
- CC(=O)c1cccc(S(=O)(=O)N2CCC(C(=O)Oc3ccc(-c4nnco4)cc3)CC2)c1
 : -4, -28, -19, 0, -1, /, -1, 8, 1, 4, 5
- O=[N+]([O-])c1cccc(COc2cccc(CN3CCCC3)c2)c1
 : -7, -18, 0, -12, 11, /, -3, -17, -54, 7, -34
- CCCCn1c(N)c(N(CC(C)C)C(=O)c2cc(Br)c(Br)s2)c(=O)[nH]c1=O
 : 35, 13, 6, 24, -6, /, 6, 15, -3, 81*, 10
- COC(=O)c1ccccc1NC1=C/C(=N\S(=O)(=O)c2ccc(C(=O)O)cc2)c2ccccc2C1=O
 : 90*, 94*, 10, 69*, -62*, 4, 80, 97*, -20, 105*, 43
- Cc1cc(NCCCO)n2nc(-c3cccs3)cc2n1
 : -4, -31, 4, 7, 10, 6, 12, -28, -6, -12, -7
- Cc1cc(C)n(-c2ccc(C(=O)Nc3sccc3C(N)=O)cc2)n1
 : -64, -3, -137, 29, -11, 0, -62, 25, -238, -147, -20
- COc1ccc(/C=C(/NC(=O)c2ccco2)C(=O)N2CCCC2=O)cc1
 : 14, 0, -27, 2, 19, 1, -2, -15, 17, 12, -23
- CCOc1cccc2sc(NC(=O)c3ccc(Br)s3)nc12
 : -29, -1, -30, 18, -4, 3, 8, 24, -239, -79, 3
- COc1ccc(NC(=O)c2ccc(F)c(F)c2)c2ccccc12
 : -2, -34, 13, 16, -6, 2, 4, -6, -10, -15, 7
- COC(=O)[C@H](Cc1ccc(O)cc1)NC(=O)Cn1cnc2c(NCc3ccccc3)ncnc21
 : 3, -5, -12, -25, 2, /, -1, 8, 15, 1, 14
- Cc1nn(CC(=O)N2CCOCC2)c(=O)c2c1sc1ccccc12
 : 2, -23, -6, -14, -4, 1, 2, -4, 5, -11, 14
- Cc1ccc(-c2n[nH]c(=O)c3ccccc23)cc1N
 : -4, 5, -15, -8, -2, 1, 3, 3, 16, 7, 2
- O=C(Nc1ccccc1O)c1ccc(C(=O)c2ccccc2)o1
 : -4, -31, -41, -4, 18, 1, -29, -26, -196, -160, -23
- Cc1cc(C=O)c(C)n1-c1cc(C(F)(F)F)ccc1N1CCOCC1
 : 5, -12, -2, 2, 4, 1, 20, -9, 10, 18, 11
- CN(Cc1cccc(F)c1)C(=O)c1cc(S(=O)(=O)N2CCOCC2)ccc1N1CCCC1
 : -4, -5, 15, -7, 9, 6, -9, 13, 9, 8, 1
- Nn1c(SCc2cccc(Br)c2)nnc1-c1ccncc1
 : 0, -1, 10, -14, 1, 3, 21, 2, 7, 12, -21
- COc1ccc(NC(=O)CCc2c(C)nc3nc(CNC(=O)c4cccc(F)c4)nn3c2C)cc1OC
 : 5, -8, 5, -16, 22, 0, 3, 2, -2, -3, -10
- Cc1ccc(C(=O)O)cc1NC(=O)Nc1ccc2c(c1)OCO2
 : -15, -18, 1, 6, 14, 2, -15, -4, -92, -62, -52
- COC(=O)c1ccc(CSc2nnc(NC(C)C)s2)cc1
 : -2, 31, -5, 3, -2, -4, 3, -14, 4, -18, -29
- CCN1CCN(CCCNC(=O)C2CCN(c3nnc(-n4cccc4)s3)CC2)CC1
 : 2, 0, -19, 0, 0, 0, -3, 13, -6, 5, 5
- Fc1cccc(F)c1[B-](F)(F)F
 : -1, 2, -21, 1, -7, /, 15, 0, 13, 0, -4
- CSC(=NC(C)c1ccccc1)NS(=O)(=O)c1cccs1 (stereo not drawn)
 : -13, -17, -1, 10, 9, -1, 6, 4, 13, 2, -11
- CSC(=NC#N)N1CCN(c2cccc(Cl)c2)CC1
 : 1, -3, 7, 3, 1, 1, -3, -26, -24, -4, -14
- CCOc1ccc(C=NNC(=O)c2cccc3ccccc23)cc1OCC
 : -2, 15, -10, -10, -6, /, 13, -18, 3, -2, 15
- CN1C(=O)/C(=C/c2ccc(OC(=O)c3ccco3)cc2)SC1=S
 : -25, 13, -14, 38, 8, 1, 0, -36, -40, -149, -42
- CCCCC[C@@H](C)N1C[C@@H](COCc2ccccc2)Oc2cc(N3CCC[C@@H]3CO)ccc2S1(=O)=O
 : /, -17, 11, -8, /, /, /, /, 6, /, 24
- C=C1CCN(c2ccc(C(=O)NCc3ccccc3)cc2[N+](=O)[O-])CC1
 : -2, -44, -10, -7, 13, -4, 7, -24, -16, -4, -25
- O=C(NC(Cc1ccccc1)C(=O)O)NC12CC3CC(CC(C3)C1)C2 (stereo not drawn)
 : -6, -10, 18, -12, -2, 4, 1, -13, 26, 11, 24
- CC(=O)Nc1ccc(S(=O)(=O)N2CCC(Oc3ccc(-n4cnnn4)cc3)CC2)cc1
 : 12, 15, 3, 5, -4, 3, -4, -7, 6, 15, 9
- COCC(=O)Nc1ccc(Nc2ccccc2)cc1
 : -10, -6, -27, -5, 3, -6, -18, 17, 0, -16, -3
